# ARFGAP1 inhibitor: inhibitors of rat ARFGAP1 GAP activity, primary screen, biochemical, fluorescence polarization, GDP tracer | AID 651572, 2012 | 0.26% of 360,000 active | ADP-ribosylation factor GTPase-activating protein 1 (Rattus norvegicus), Q62848 | Arfgap1-stimulated ARF1 GTP hydrolysis, GDP FP detection | inhibition, % at 16.5 µM;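 active = inhibition above a per-plate limit, mean inhibition of low control wells plus 3 SD, cut at about 25% in these data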;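 note: 0% = DMSO wells with enzyme and 100% = wells lacking Arfgap1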
# Target sequence (Q62848 1-136 limits assumed): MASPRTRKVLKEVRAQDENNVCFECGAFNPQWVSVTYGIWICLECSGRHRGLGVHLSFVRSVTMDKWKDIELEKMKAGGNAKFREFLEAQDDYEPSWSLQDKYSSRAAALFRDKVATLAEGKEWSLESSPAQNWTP
#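 system = rat Arfgap1 catalytic domain, aa 1-136 | technique = FP, GDP Alexa 633 tracer displaced from anti-GDP antibody, 620/688 nm | compound = one concentration, 16.5 µM, DMSO 1.26% | medium = HEPES-based buffer, pH 7.5 | timing = compound-enzyme preincubation 20 min, reaction 120 min, detection 60 min, 25 °C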
# MBD2 inh: inhibitors of MBD2 binding to methylated DNA, primary screen, biochemical, TR-FRET, DNA-binding domain, human; Methyl-CpG-binding domain protein 2 (Homo sapiens), Q9UBB5; MBD2 binding to methylated oligonucleotide; inhibition, % at 4.4 µM; 0.31% of 370,000 active; AID 686964, 2013; in the data active = inhibition above about 13%
# PLCb3 inh: human PLC-beta3 inhibitors, primary screen, biochemical, fluorescence | 1-phosphatidylinositol 4,5-bisphosphate phosphodiesterase beta-3 (Homo sapiens), Q01970 | Purified PLC-beta3, fluorogenic substrate | inhibition, % at 12.2 µM | 0.18% of 370,000 active; in the data active = inhibition above about 11%;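 note: 0% = median of compound wells on plate and 100% = full blocker control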
# Tn6 DDE FP: inhibitors of Tn6 peptide binding to fibrin DD(E), primary screen, biochemical, fluorescence polarization, human fibrin, Tn6 probe; 0.21% of 370,000 active; inhibition, % at 8.3 µM; Fibrin DD(E) TRITC-Tn6 fluorescence polarization displacement;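 active = inhibition above a per-campaign cutoff: mean of compounds within control limits plus 3 SD, cut at about 15% in these data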;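 note: 0% = median of all compound wells on the plate and 100% = blocking peptide control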
# ADAM17 inh: ADAM17 inhibitors, primary screen, biochemical, QFRET; Disintegrin and metalloproteinase domain-containing protein 17 (Homo sapiens), P78536; recombinant ADAM17, EDANS/DABCYL FRET peptide cleavage; inhibition, % at 6.95 µM; 0.83% of 370,000 active; AID 720648, 2013;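 active = inhibition above the mean of compounds lying between control limits plus 3 SD, set per campaign, cut at about 8.5% in these data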;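 note: 0% = DMSO-only wells as the low control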
# Target sequence (P78536 215-824 limits assumed): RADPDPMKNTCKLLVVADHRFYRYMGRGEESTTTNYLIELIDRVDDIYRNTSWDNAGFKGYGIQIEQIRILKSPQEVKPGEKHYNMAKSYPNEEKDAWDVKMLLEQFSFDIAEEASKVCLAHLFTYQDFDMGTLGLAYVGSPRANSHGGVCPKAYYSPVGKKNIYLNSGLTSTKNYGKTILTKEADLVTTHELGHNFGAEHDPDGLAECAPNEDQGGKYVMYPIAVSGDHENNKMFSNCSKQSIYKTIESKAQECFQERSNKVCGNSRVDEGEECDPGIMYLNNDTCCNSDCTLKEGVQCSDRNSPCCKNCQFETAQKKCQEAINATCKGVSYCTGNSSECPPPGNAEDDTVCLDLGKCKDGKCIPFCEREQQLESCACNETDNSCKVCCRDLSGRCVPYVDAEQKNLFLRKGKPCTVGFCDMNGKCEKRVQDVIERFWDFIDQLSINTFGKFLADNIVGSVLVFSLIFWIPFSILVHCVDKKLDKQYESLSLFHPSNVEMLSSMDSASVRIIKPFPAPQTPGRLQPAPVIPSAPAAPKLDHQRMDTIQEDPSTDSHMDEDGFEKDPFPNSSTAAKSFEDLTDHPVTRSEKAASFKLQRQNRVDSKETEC
# ASAP1 inh: inhibitors of human ASAP1 ArfGAP activity, primary screen, biochemical, fluorescence polarization; Arf-GAP with SH3 domain, ANK repeat and PH domain-containing protein 1 (Homo sapiens), …; inhibition, % at 16.5 µM; ASAP1-stimulated ARF1 GTP hydrolysis, GDP FP detection; 0.19% of 360,000 active; in the data active = inhibition above about 25%;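 note: 0% = vehicle with enzyme and substrate and 100% = no enzyme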
# PLCg1 inh: PLC-gamma1 enzyme inhibitors, primary screen, biochemical, fluorescence, purified enzyme; 1-phosphatidylinositol 4,5-bisphosphate phosphodiesterase gamma-1 (Homo sapiens), P19174; fluorogenic substrate; inhibition, % at 12.2 µM; 0.84% of 370,000 active; in the data active = inhibition above about 9.5%
# UHRF1 binding: UHRF1 methylated DNA binding inhibitors, primary screen, counter-screen for MBD2 inhibitor project, biochemical, TR-FRET, human UHRF1, single concentration | E3 ubiquitin-protein ligase UHRF1 (Homo sapiens), Q96T88 | UHRF1 binding to methylated oligo | inhibition, % at 4.4 µM | 0.75% of 370,000 active; in the data active = inhibition above about 21%;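 note: UHRF1 SRA domain binding a hemimethylated CpG hairpin DNA probe; 0% = median of test compound wells and 100% = reference inhibitor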
# DDE Tn7 FP inh: inhibitors of Tn7 peptide binding to fibrin DD(E), primary screen, biochemical, fluorescence polarization, human fibrin, Tn7 probe. Fibrinogen beta chain (Homo sapiens), P02675. FP displacement of FITC-Tn7 peptide from fibrin DD(E); 0% = median of compound wells per plate. inhibition, % at 8.3 µM. 0.13% of 370,000 active. AID 720508, 2013;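 active = inhibition above the mean of compounds falling within the control limits plus 3 SD of them, cut at about 14% in these data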;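 note: 0% = plate median of compound wells and 100% = 10 µM Aha-Tn7 peptide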
#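 Test system: human clot-derived fibrin DD(E) complex / Quantity: 2 µM final DD(E) protein / Incubation: 10 min plus 3 h, room temperature / Measured by: fluorescence polarization / Benchmarks: high control of 10 µM Aha-Tn7 peptide / Replicates: singlicate testing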
# KLK7 zymogen act: proKLK7 zymogen activators, primary screen, biochemical, fluorescence intensity. Kallikrein-7 (Homo sapiens), P49862. purified proKLK7, EDANS-DABCYL substrate fluorescence; 100% is mature enzyme control, 0% vehicle. activation, % at 7 µM. 0.9% of 370,000 active. AID 652039, 2013;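 active = activation above the mean of all tested compounds plus 3 SD, computed per campaign excluding outliers beyond control limits, cut at about 13% in these data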
# Target sequence (P49862 whole entry, looked up): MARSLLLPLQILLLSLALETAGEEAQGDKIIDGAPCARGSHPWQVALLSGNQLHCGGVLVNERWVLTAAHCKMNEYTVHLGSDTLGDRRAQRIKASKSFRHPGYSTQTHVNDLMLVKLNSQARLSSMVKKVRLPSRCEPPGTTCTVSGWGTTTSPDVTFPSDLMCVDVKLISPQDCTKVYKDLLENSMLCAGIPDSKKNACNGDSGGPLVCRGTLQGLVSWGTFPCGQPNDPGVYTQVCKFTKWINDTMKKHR
# Active calls of the source: *; i = inactive; · = not tested or not shown.
entry	SMILES	ARFGAP1 inhibitor	MBD2 inh	PLCb3 inh	Tn6 DDE FP	ADAM17 inh
1	CC(OC(=O)CN1C(=O)NC2(CCCC2)C1=O)c1ccc(F)cc1 (configuration not stated)	-3	6	-5	3	0
2	Cc1ccc(OCC(=O)N2CCN(C(=O)c3ccco3)CC2)cc1	6	1	-4	5	-2
3	COc1ccccc1CN(C)C(=O)C1COc2ccccc2O1 (configuration not stated)	-12	-3	-6	4	-3
4	CC1(c2ccccc2)NC(=O)N(CC(=O)NNC(=O)c2ccccc2)C1=O (configuration not stated)	-4	2	-1	4	1
5	O=C(OCC(=O)N1CCCCCC1)c1ccc(F)cc1F	10	-4	-1	2	-1
6	COCCNC(=O)CSc1ccccc1C(=O)NCC1CCCCC1	19	2	1	-3	0
7	CCOC(=O)[C@@]12CCCC=C1N(CCc1ccc(Cl)cc1)C(=O)[C@H]2CC(=O)NCc1ccc(OC)c(OC)c1	·	4	-2	-2	-1
8	Cc1cccc(N2CC(C(=O)O)CC2=O)c1 (configuration not stated)	-3	0	1	9	-1
9	Cc1ccc(C(CC(=O)NCCCN(C)C)c2ccc(OC(C)C)cc2)cc1 (configuration not stated)	8	0	-3	0	-2
10	Cc1nc([N+](=O)[O-])c(Br)n1CC(=O)c1ccc(Br)cc1	2	-7	4	-6	2
11	CCCCCSc1nc2c(cnn2-c2ccc(F)cc2)c(=O)[nH]1	6	8	-3	-4	-1
12	O=C(CCNC(=O)c1ccc([N+](=O)[O-])cc1)Nc1nccs1	-2	3	-8	-6	-2
13	Cc1ccc(N2CC(C(=O)Nc3nnc(SCC(N)=O)s3)CC2=O)cc1C (configuration not stated)	4	6	-7	0	0
14	Cc1nc(C)c(C(=O)OCC(=O)Nc2ccccc2SCC#N)s1	-10	-1	-19	-3	-1
15	COc1ccc(C(C)=O)cc1COC(=O)Cn1cnc2ccccc2c1=O	-2	-4	3	1	0

entry	ASAP1 inh	PLCg1 inh	UHRF1 binding	DDE Tn7 FP inh	KLK7 zymogen act
1	6	1	-2	-2	0.5
2	-1	3	-2	1	0.3
3	-1	-3	-1	6	-0.4
4	7	2	0	1	0.2
5	9	-2	0	-14	0.4
6	0	3	1	3	-0.3
7	·	1	0	9	0.5
8	-2	0	19	2	-0.1
9	-12	0	-1	-4	-0.9
10	-6	6	0	0	-0.7
11	-8	6	-1	-2	0.0
12	-4	2	5	-6	0.1
13	11	-3	-1	7	0.5
14	-9	-12	-2	-5	0.5
15	-1	6	-2	3	0.3

# (more compounds)
entry	SMILES	ARFGAP1 inhibitor	MBD2 inh	PLCb3 inh	Tn6 DDE FP	ADAM17 inh
16	COc1cccc(-c2cccc(NC(=O)C3CCN(CCCn4cccn4)CC3)c2)c1	3	-4	2	-1	-2
17	COc1ccc2nc(C)c3cc(C)oc3c2c1	-3	-2	-2	11	-9
18	O=C(NC(=S)N1CCN(c2ccc(O)cc2)CC1)c1cccs1	-4	0	-7	1	4
19	CN1CCN(S(=O)(=O)c2cccc(C(=O)N3CCN(c4ccccc4)CC3)c2)CC1	-1	4	-4	-2	-4
20	Cc1cc(-c2nnc3n2CCCCC3)c(C)n1-c1ccccc1	7	2	-2	-8	3
21	COc1ccccc1N1CCN(c2ccc(S(=O)(=O)N3CCN(C)CC3)cn2)CC1	-10	4	2	-4	-9
22	CC(C)Cn1c(-c2cccc(S(=O)(=O)N3CCOCC3)c2)n[nH]c1=S	4	-1	-3	2	-1
23	C=CCSc1nc(N)c(C(=O)Nc2ccccc2)cc1C#N	-2	8	-46	-6	-19
24	Cc1oc(C(C)(C)C)cc1C(=O)NC(Cc1ccccc1)C(=O)O (configuration not stated)	-1	1	0	7	-16
25	COc1cc(C(=S)N2CCOCC2)ccc1OS(=O)(=O)c1ccc(C)cc1	13	1	-10	-2	-3
26	Cc1ccc(CNC(=O)c2cc(C)nn2-c2ccccc2)cc1	9	-1	-5	3	0
27	Cc1noc(C)c1CSc1nc2ccccc2s1	6	5	0	-7	-5
28	COC(=O)C1=C(C)N(c2ccc(F)c(Cl)c2)C(=O)C1	2	-1	-11	4	-9
29	Cn1c(=O)c2c(ncn2CC(=O)N2CCN(c3cccc(Cl)c3)CC2)n(C)c1=O	5	-7	1	3	0
30	CC1=C(C)CC(C(=O)NNC(=O)c2csc(C)c2C)C(C(=O)O)C1 (configuration not stated)	-10	6	-1	0	-1

entry	ASAP1 inh	PLCg1 inh	UHRF1 binding	DDE Tn7 FP inh	KLK7 zymogen act
16	-1	0	-1	8	0.7
17	3	-2	-5	4	0.8
18	4	-2	1	-4	0.5
19	5	4	49*	0	0.3
20	-6	-4	6	4	-0.4
21	-8	0	5	4	0.6
22	-2	-2	1	-2	-0.3
23	5	-23	5	2	-1.0
24	2	-1	-1	0	0.6
25	4	0	1	-3	0.5
26	-11	-2	-4	4	-0.3
27	-7	0	1	-1	0.3
28	-10	-8	0	-5	1.3
29	-16	2	-1	-5	0.5
30	-7	2	-1	-5	-0.2

# Of the compounds above, 2 have a nitro group on carbon.
entry	SMILES	ARFGAP1 inhibitor	MBD2 inh	PLCb3 inh	Tn6 DDE FP	ADAM17 inh
10	Cc1nc([N+](=O)[O-])c(Br)n1CC(=O)c1ccc(Br)cc1	2	-7	4	-6	2
12	O=C(CCNC(=O)c1ccc([N+](=O)[O-])cc1)Nc1nccs1	-2	3	-8	-6	-2

entry	ASAP1 inh	PLCg1 inh	UHRF1 binding	DDE Tn7 FP inh	KLK7 zymogen act
10	-6	6	0	0	-0.7
12	-4	2	5	-6	0.1

# (list continues)
entry	SMILES	ARFGAP1 inhibitor	MBD2 inh	PLCb3 inh	Tn6 DDE FP	ADAM17 inh
31	COCCNC(=O)Cn1cnc2sc(C)c(S(=O)(=O)N3CCC(C)CC3)c2c1=O	13	1	3	-3	-4
32	O=C(NCCc1c[nH]c2ccccc12)/C(=C\c1cccs1)NC(=O)c1ccccc1	-17	2	1	10	-2
33	CN(C)c1ccc(C(=O)C=Cc2ccc([N+](=O)[O-])cc2)cc1	8	4	0	-2	-7
34	CC1=C(C#N)C2(O)C(=O)c3ccccc3C2(O)N1 (configuration not stated)	-2	4	-7	2	-4
35	Cc1nc2ncc(Br)cc2[nH]1	12	-2	1	0	2
36	O=[N+]([O-])c1ccc(C2=NN(CCO)C(=Nc3ccc(OC(F)(F)F)cc3)SC2)cc1	12	-2	-2	0	12*
37	COCCCn1c(=N)c(C(=O)NCC2CCCO2)cc2c(=O)n3ccccc3nc21 (configuration not stated)	7	-1	-233	-6	-413
38	CCN(C1CCS(=O)(=O)C1)S(=O)(=O)c1cccs1 (configuration not stated)	11	-4	4	0	1
39	O=C(CC(c1ccc(F)cc1)c1ccco1)N1CCCC1 (configuration not stated)	-5	-5	-5	8	-2
40	CCOc1ccc2nc(N3CCOCC3)nc(C)c2c1	9	-2	i	5	-276
41	O=C(Cn1c(=O)oc2cc(S(=O)(=O)N3CCCC3)ccc21)NCc1ccccn1	5	0	0	3	0
42	CCC1CCC2(CC1)NC(=O)N(CC(=O)NCc1ccccc1Cl)C2=O (configuration not stated)	16	-4	0	12	0
43	O=C(CCOc1ccccc1)Nc1ccnn1C1CCN(Cc2ccc(F)cc2)CC1	1	1	-6	8	-2
44	CCN(CC)c1ccc(S(=O)(=O)N2CCOCC2)cc1NC(=O)COC(=O)/C=C/c1ccco1	-13	-6	-11	-2	1
45	Cc1cc(C)n2c(SCC(=O)N(CCC#N)c3ccc4c(c3)OCCO4)nnc2n1	-3	5	-21	-3	-3
46	C[C@@H]1CN([C@@H](C)CO)C(=O)c2cc(NC(=O)CCC(F)(F)F)ccc2O[C@H]1CN(C)Cc1ccc(Cl)c(Cl)c1	-7	1	0	2	4
47	N#CC1=C(SCC(=O)NC23CC4CC(CC(C4)C2)C3)NC(=O)C(C#N)C12CCCCC2 (configuration not stated)	-1	3	-8	-4	-2
48	Cc1ccc(S(=O)(=O)N2CCOCC2)cc1NC(=O)CSc1nnnn1C1CCCC1	-18	-4	-4	0	-3

entry	ASAP1 inh	PLCg1 inh	UHRF1 binding	DDE Tn7 FP inh	KLK7 zymogen act
31	21	-2	2	5	-0.6
32	-2	2	1	7	-0.4
33	10	3	1	-5	0.8
34	-3	0	3	-1	0.0
35	1	2	0	-7	-0.3
36	10	0	1	-4	0.3
37	-10	-174	-1	3	33*
38	2	-1	0	-7	-0.6
39	6	-7	1	-3	-0.5
40	2	i	3	-2	21*
41	3	4	0	-4	0.4
42	-1	-2	-1	4	-0.4
43	-3	-2	1	10	0.1
44	0	-3	-2	-1	0.2
45	4	-16	0	-4	-0.8
46	-7	-3	1	0	0.3
47	3	1	11	4	0.0
48	-5	3	0	4	-0.1

# Single entries from the list.
# no. 38 in UHRF1 binding shows 0
# no. 33 in ASAP1 inh shows 10

# Two compounds picked at random from the list so far:
entry	SMILES	ARFGAP1 inhibitor	MBD2 inh	PLCb3 inh	Tn6 DDE FP	ADAM17 inh
28	COC(=O)C1=C(C)N(c2ccc(F)c(Cl)c2)C(=O)C1	2	-1	-11	4	-9
18	O=C(NC(=S)N1CCN(c2ccc(O)cc2)CC1)c1cccs1	-4	0	-7	1	4

entry	ASAP1 inh	PLCg1 inh	UHRF1 binding	DDE Tn7 FP inh	KLK7 zymogen act
28	-10	-8	0	-5	1.3
18	4	-2	1	-4	0.5

# Screening results from PubChem.
